ROC1-CUL1 inh = human ROC1-CUL1 E3 ligase inhibition; P62877+Q13616; in vitro K48 di-Ub FRET, acceptor:donor ratio, 45 min; inhibition, % at 10 µM; 0.6% of 140,000 active; in the data active means inhibition above about 25%
Target sequence (P62877 whole entry, looked up): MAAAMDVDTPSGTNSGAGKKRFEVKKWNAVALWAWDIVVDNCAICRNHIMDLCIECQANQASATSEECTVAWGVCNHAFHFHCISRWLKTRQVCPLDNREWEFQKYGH
Target sequence (Q13616 whole entry, looked up): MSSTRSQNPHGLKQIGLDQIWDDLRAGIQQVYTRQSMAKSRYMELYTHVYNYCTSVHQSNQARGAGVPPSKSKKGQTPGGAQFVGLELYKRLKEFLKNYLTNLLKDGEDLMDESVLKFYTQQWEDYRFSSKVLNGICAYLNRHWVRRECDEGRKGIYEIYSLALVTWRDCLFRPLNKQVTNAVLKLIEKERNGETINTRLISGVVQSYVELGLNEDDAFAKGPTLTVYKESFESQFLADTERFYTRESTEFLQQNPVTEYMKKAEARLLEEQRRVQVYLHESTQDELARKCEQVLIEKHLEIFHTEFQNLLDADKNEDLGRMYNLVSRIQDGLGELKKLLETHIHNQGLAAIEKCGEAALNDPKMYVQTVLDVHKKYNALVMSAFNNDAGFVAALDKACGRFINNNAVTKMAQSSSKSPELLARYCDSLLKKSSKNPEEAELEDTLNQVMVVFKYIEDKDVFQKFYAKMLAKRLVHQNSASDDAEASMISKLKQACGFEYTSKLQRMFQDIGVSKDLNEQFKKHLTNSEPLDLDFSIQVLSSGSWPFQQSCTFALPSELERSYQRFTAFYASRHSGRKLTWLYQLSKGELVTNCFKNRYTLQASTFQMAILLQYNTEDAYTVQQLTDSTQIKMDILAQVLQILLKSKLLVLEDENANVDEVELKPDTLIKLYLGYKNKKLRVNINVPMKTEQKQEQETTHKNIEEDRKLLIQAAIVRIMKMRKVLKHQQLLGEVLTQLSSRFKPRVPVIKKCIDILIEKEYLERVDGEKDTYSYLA
An asterisk follows results filed as active.

Start of the data: the first 2 records (preview)
SMILES	ROC1-CUL1 inh
CCN(CC)C(=O)Oc1cc(=O)n(C)c2ccccc12	-5
OC(COc1cccc(CNC2CCOCC2)c1)CN1CCc2ccccc2C1 (stereo not given)	3

The list itself, previewed entries included:
SMILES	ROC1-CUL1 inh
CCN(CC)C(=O)Oc1cc(=O)n(C)c2ccccc12	-5
OC(COc1cccc(CNC2CCOCC2)c1)CN1CCc2ccccc2C1 (stereo not given)	3
COc1ccc(C2=Nc3ccc(F)cc3NC(c3cccc(C(F)(F)F)c3)=N2)cc1	-5
COCCNC(=O)CCn1c(=O)c2cc(OC)c(OC)cc2n(CC(=O)Nc2ccc(Cl)cc2F)c1=O	-2
Cc1ccc(N(CC(=O)N2CCN(c3ccccc3)CC2)S(=O)(=O)c2c(C)noc2C)cc1	-3
CCC1CC=C2C(C#N)C(=N)C(C#N)(C#N)[C@H](c3ccc(C(C)(C)C)cc3)[C@H]2C1 (stereo not given in full)	-1
S=C1N=C(Nc2ccccc2)C2(CCCCC2)N1c1cccc(Cl)c1	1
Cc1cc(=O)oc2cc(OC(=O)C(C)N3C(=O)CCC3=O)ccc12 (stereo not given)	9
COc1cc(NS(=O)(=O)c2ccc(NC(=O)c3ccccc3C(=O)O)cc2)nc(OC)n1	-2
Nc1nc(SCCN2CCCCC2)n[nH]1	-5
O=C1CC(=O)c2sc3nc(-c4cccs4)cc(-c4ccc(F)cc4)c3c2N1	26*
COc1ccc2c(CNCCc3ccco3)c(C(=O)O)n(Cc3ccccc3)c2c1	-1
Cc1oc(-c2cccc(Cl)c2)nc1CSc1nncn2c1cc1occc12	-7
CCC(=O)N1c2ccccc2-c2nnc(SC)nc2OC1c1c(F)cccc1Cl (stereo not given)	-7
COc1ccc(C(=O)NCCN2Cc3ccccc3OC(c3ccccc3)C2)c(OC)c1 (stereo not given)	5
CCOc1ccccc1NC(=O)CSC1=Nc2ccccc2C2=NC(CC(=O)NCc3ccc4c(c3)OCO4)C(=O)N12 (stereo not given)	-1
Cn1nc(C(=O)N2CCCC(CCc3cccc(F)c3)C2)ccc1=O (stereo not given)	1
COc1ccc2nc3sc(C(=O)N4CCN(c5ccc(F)cc5)CC4)cc3cc2c1	2
COCCCN1C(=O)S/C(=C/c2cc(OC)c(OC)c(OC)c2)C1=O	1
CC1=Nc2nnnn2C(c2ccc3c(c2)OCO3)C1C(=O)Nc1ccccc1 (stereo not given)	1
Cc1cc(C)n(CCNC(=O)C2CCCN(C3CCN(C(C)C)CC3)C2)n1 (stereo not given)	2
Cc1ccc(-c2nnn3c2nc(NCc2ccc4c(c2)OCO4)c2ccccc23)cc1	1
Cc1nc(SCc2ccc(F)cc2)c2c3c(sc2n1)CCC3	-8
CCOC(=O)c1ccccc1NC(=O)CCc1c(C)nc2ncnn2c1C	-3
O=S(=O)(c1ccccc1)c1nc2ccccc2nc1/C=C/c1ccc(F)cc1	3
COc1cccc2c1Oc1ncccc1N(C(=O)CCC(=O)NCCC(C)C)C2	-5
Cc1ccc(Sc2ccc(N3CCC(C(=O)Nc4cc(C)cc(C)c4)CC3)nn2)cc1	-8
CCN1CC=C2C(C#N)C(=N)C(C#N)(C#N)C(c3cccc(C)c3)C2C1 (stereo not given)	-4
Cc1ccc2c(c1)NC(C)(C)c1ssc(=Nc3ccc(Cl)cc3Cl)c1-2	-5
Cc1noc(C)c1C(=O)Nc1ccccc1Cc1ccccc1	9
Cc1ccc(OCC(=O)Nc2ccccc2C(=O)OCC(=O)c2ccc(Cl)cc2)cc1C	0
COc1ccc(C2C3CCCC=C3C(C#N)C(=N)C2(C#N)C#N)cc1 (stereo not given)	10
Cc1cccc(Sc2ccncc2S(=O)(=O)NC(=O)c2ccc(Cl)cc2)c1	-2
O=C(CSc1nnc(-c2ccccc2)n1C1CCCCC1)N1CCCC1	-1
CCOC(=O)C1=C(C)OC(=N)C(C#N)C1c1cc(OC)c(OC)c(OC)c1 (stereo not given)	-4
O=C(COc1ccccc1)NN1C(=O)c2ccccc2C1=O	-2
CCCn1cnc2cc(NCc3nc4ccccc4n3C)ccc21	-2
CC(C)C(=O)Nc1ccc(N2CCN(C(=O)c3cc4ccccc4o3)CC2)cc1	-1
COc1ccc(CNC2CCCCCC2)cc1OCC(O)CN1CCCC1 (stereo not given)	4
COc1ccc(NC(=O)c2ccc(Cl)c(NC(=O)c3ccncc3)c2)cc1	-11

A draw from above in order of heavy-atom count, ascending.
SMILES	ROC1-CUL1 inh
O=C(COc1ccccc1)NN1C(=O)c2ccccc2C1=O	-2
Cc1noc(C)c1C(=O)Nc1ccccc1Cc1ccccc1	9
CCCn1cnc2cc(NCc3nc4ccccc4n3C)ccc21	-2
Cc1ccc2c(c1)NC(C)(C)c1ssc(=Nc3ccc(Cl)cc3Cl)c1-2	-5
COc1ccc(NC(=O)c2ccc(Cl)c(NC(=O)c3ccncc3)c2)cc1	-11
CC(C)C(=O)Nc1ccc(N2CCN(C(=O)c3cc4ccccc4o3)CC2)cc1	-1
Cc1ccc(-c2nnn3c2nc(NCc2ccc4c(c2)OCO4)c2ccccc23)cc1	1

The list continues.
SMILES	ROC1-CUL1 inh
COc1cccc(CNC(=O)C2=C(C)C(=O)OC23CCCCCC3)c1	4
COC(=O)c1c(-c2ccccc2)csc1NC(=O)CSc1ncnc2sc3c(c12)CCC3	8
CC1=C(C(=O)NCc2cccnc2-n2cnc3ccccc32)OCCO1	3
NC(=O)c1c(-c2ccc(Cl)cc2)csc1NC(=O)C1CC=CCC1C(=O)O (stereo not given)	13
Cc1ccc(S(=O)(=O)NCc2nc3cccnc3n2Cc2ccccc2Cl)c(C)c1	-4
CC(=O)Nc1ccccc1-c1nc2ccccc2n(C(C)C(=O)Nc2ccccc2C(F)(F)F)c1=O (stereo not given)	-1
COc1ccccc1CCNC(=O)CCSc1nc(-c2ccco2)cc(C(F)(F)F)n1	0
CCOc1cc(C2Nc3ccc4ccccc4c3C3=C2C(=O)CC(C)(C)C3)cc(Cl)c1O (stereo not given)	-5
CCc1ccc(/C(C)=N/NC(=O)c2sc3ccccc3c2Cl)s1	1
CCN(CC)CCNC(=O)C1CCCN(c2ncnc3onc(C)c23)C1 (stereo not given)	8
Nc1c(C(=O)Nc2ccc(F)cc2F)sc2nc3c(c(C(F)(F)F)c12)CCCC3	-10
Cc1ccc(Cn2c(CNC(=O)c3cccc(C)c3)nc3ccccc32)cc1	-1
O=C(COC(=O)c1cn(-c2ccccc2)nc1-c1ccccc1)c1ccccc1Cl	-1
Cc1ccc(S(=O)(=O)c2[nH]c(-c3ccccc3)nc2SC(C)C(=O)O)cc1 (stereo not given)	-4
Cc1ccc(NCc2ccccc2-c2nnc(-c3ccccc3Cl)o2)cc1Cl	-7
COc1cccc2c1OCCCN(C1CCN(c3ccc(NC(=O)C4CCCC4)cc3)CC1)C2	4
c1ccc(OCc2nnc3sc(C4COc5ccccc5O4)nn23)cc1 (stereo not given)	11
O=C(NCCCN1CCOCC1)c1cnc2sc3c(n2c1=O)CCCC3	3
C=CCN1C(=O)N=C(Cc2ccc(N3CCOCC3)o2)C1=O	-7
Cc1ccc2cccc(OC(=O)c3ccco3)c2n1	-1

2 of the compounds above, with the structure last.
ROC1-CUL1 inh | Compound
-1 | CC(=O)Nc1ccccc1-c1nc2ccccc2n(C(C)C(=O)Nc2ccccc2C(F)(F)F)c1=O (stereo not given)
0 | COc1ccccc1CCNC(=O)CCSc1nc(-c2ccco2)cc(C(F)(F)F)n1

Next section
SMILES	ROC1-CUL1 inh
COC(=O)C(F)(F)Sc1ccc(O)c(C)c1	3
CC(=O)NCCc1cc2c(cc1CC#N)OCO2	-7
COC(=O)c1ccc(NC(=O)c2cccnc2)cc1	1
C#CCOc1ccc(C2C3=C(CCCC3=O)OC(=N)C2C#N)cc1OC (stereo not given)	10
COc1cc(C(=O)Nc2ccc(OCc3cc(=O)n4cc(C)sc4n3)cc2)cc(OC)c1OC	0
CN1CCc2nc3sc(C(N)=O)c(N)c3c(-c3cccs3)c2C1	9
CCN(c1ccccc1)S(=O)(=O)c1nnc(NC(=O)C(C)(C)C)s1	9
Cc1ccc(C)c(CN2C(=O)c3ccccc3S(=O)(=O)c3ccc(C(=O)N4CCCCCC4)cc32)c1	-1
COc1ccc(C2c3c(n(C)c4ccccc34)C(=O)N2CC(=O)Nc2ccc(Cl)cc2)cc1 (stereo not given)	7
COc1ccc(S(=O)(=O)N2CCN(c3ccccc3OC)CC2)cc1-c1noc(C)n1	-4
CCCCCCCSc1nnc2c(n1)OC(c1ccco1)Nc1ccccc1-2 (stereo not given)	10
CCOc1ccc(S(=O)(=O)NCCOC)c2ccccc12	-8
O=C(/C(=C\c1ccc(-c2ccccc2Cl)o1)C(=O)C(F)(F)F)c1ccccc1	-2
CN(C)CCC1CN(Cc2nc3c(s2)CCCC3)CCO1 (stereo not given)	-5
COc1ccc(S(=O)(=O)N2CCN(C(=O)C3CCCC3)CC2)cc1OC	7
COc1ccc(CCN=C(NC(=O)Nc2ccccc2)Nc2nc(C)cc(C)n2)cc1	-3
COc1ccc(NC(=O)[C@H]2O[C@@H]3OC(C)(C)O[C@@H]3[C@H]3OC(C)(C)O[C@H]32)c(OC)c1	2
COc1ccc(CNC(=O)CCc2c(C)nc3c(c(C)nn3-c3ccccc3)c2C)cc1	-4
CC(CCC(=O)NCCS(=O)(=O)O)C1CCC2[C@@]3(O)CCC4C[C@H](O)CC[C@]4(C)C3C[C@H](O)[C@]12C (stereo not given in full)	1
Cc1cc(C)cc(NC(=O)CNS(=O)(=O)c2ccc3nc(C)sc3c2)c1	-9
CCOC(=O)c1c(NC(=O)COc2cc(C)c(Cl)c(C)c2)sc2c1CCC2	0
CO[C@H]1[C@H](NC(=O)c2ccncc2)c2ccccc2C12CCN(C(=O)c1cccc(C)c1C)CC2	9
Cc1ccc(S(=O)(=O)N(CC(=O)N2CCc3ccccc3C2)c2ccc(C)c(C)c2)cc1	3
N#C/C(=C\c1ccc([N+](=O)[O-])o1)c1nc(-c2cccs2)cs1	1
Cc1nn2c(=O)cc(COC(=O)CNC(=O)c3ccc(F)cc3)nc2s1	1
CSc1ncccc1C(=O)N1CCOC(Cc2ccccc2)C1 (stereo not given)	6
COc1cc(CN2CCC(CCC(=O)NCC3CCCO3)CC2)cc(Cl)c1O (stereo not given)	9
CCOc1ccccc1NS(=O)(=O)c1c(C)nc2sccn2c1=O	13
Clc1ccc2c(c1)Nc1ccccc1CC2	-11
O=C(NCc1ccc(Cl)c(Cl)c1)C1c2ccccc2Oc2ccccc21	-11
Cc1ccc(-c2nc(-c3ccc(Br)c([N+](=O)[O-])c3)[nH]c2-c2ccc(C)cc2)cc1	9
CN(Cc1ccccc1)C(=O)C1CCC(CNS(=O)(=O)c2ccc3c(c2)CCCC(=O)N3)CC1 (stereo not given)	0
N#Cc1c(N)c2c(c3c1CCCC3)CCCC2	1
CC(C)C(=O)NC(=S)Nc1ccccc1Br	1
Cc1ccccc1NC(=O)C1C(=O)N(CCO)C2(C)CC1c1ccccc1O2 (stereo not given)	6
CCOC(=O)c1cc(-c2ccc(/C=C3/C(=O)NN(c4ccc(C)cc4)C3=O)o2)ccc1Cl	-7
CCCc1cc(N2CCN(c3ccc(OC)cc3)CC2)n2cnnc2n1	7
Cc1cc(-c2ccc(S(=O)(=O)N3CCN(c4ccc(Cl)cc4)CC3)s2)on1	3
O=C(CSC1=NC(=O)C(C/C=C/c2ccccc2)C(=O)N1)Nc1cccc(F)c1 (stereo not given)	9
Cc1cccc(-n2c(=O)c3ccccc3n(Cc3ccccc3C#N)c2=O)c1	4
O=C1CCc2cc(S(=O)(=O)NC(C(=O)Nc3cccc(F)c3)c3ccccc3)ccc2N1 (stereo not given)	-4
COc1ccccc1OC(C)C(=O)N1CCN(c2ccc(F)cc2)CC1 (stereo not given)	4
CCc1nnc(NC(=O)c2nc(SCc3ccccc3F)ncc2Cl)s1	2
Cc1ccc(NC(=O)CSc2nnc(-c3ccncc3)n2-c2ccccc2)c(C)c1	-4
O=C(CN1CCOCC1)N/N=C\c1cc(Cl)c(OCc2ccc(Cl)cc2Cl)c(Cl)c1	-9
CCOC(=O)N1CCc2c(sc3c2c(=O)n(Cc2ccccc2)c(=O)n3Cc2cccc(C)c2)C1	1
O=C(/C=C(\CC(=O)c1ccccc1)c1ccc(Br)cc1)c1ccccc1	1
COc1ccc(NC(=O)C23CC4CC(C2)CC(n2cnc(Br)n2)(C4)C3)cc1Cl	-5
Cc1cccc(C(=O)Nc2ccc3nn(-c4ccc(N(C)C)cc4)nc3c2)c1	6
COc1ccc(CNS(=O)(=O)c2ccc(-c3cnc(C4CC4)o3)cc2)cc1	8
Nc1nc(-c2ccc(Cl)cc2)nn1C(=O)c1ccco1	-6
O=C(NC1CC(=O)N(c2cccc(F)c2)C1)C(c1ccccc1)c1ccccc1 (stereo not given)	-3
CC(C)N(C(=O)CO[C@@H]1[C@H]2OC(C)(C)O[C@H]2O[C@@H]1[C@H]1COC(C)(C)O1)c1ccccc1	4
COc1ccc2cc(-c3c(C)sc4[nH]c(=S)n(-c5ccccc5)c(=O)c34)ccc2c1	7
CCOc1ccccc1C1c2c(n[nH]c2-c2ccccc2)OC(=N)C1C#N (stereo not given)	-13
CCCCN1C(=O)c2[nH]nc(-c3ccccc3O)c2C1c1ccc(C(C)(C)C)cc1 (stereo not given)	-9
CCCn1c(C(O)c2ccc(OC)c(OC)c2)nc2ccccc21 (stereo not given)	-1
CC1(C)CC(=O)C=C(C(=O)N2CCCC(Nc3ccc(F)cc3)C2)O1 (stereo not given)	-4
CCCCNc1c([N+](=O)[O-])c(NNC(C)=O)nc2c1c(=O)n(C)c(=O)n2C	2

Some of these compounds in order of the ROC1-CUL1 inh value, high to low.
SMILES	ROC1-CUL1 inh
COc1ccc2cc(-c3c(C)sc4[nH]c(=S)n(-c5ccccc5)c(=O)c34)ccc2c1	7
CCOC(=O)N1CCc2c(sc3c2c(=O)n(Cc2ccccc2)c(=O)n3Cc2cccc(C)c2)C1	1
CCCCN1C(=O)c2[nH]nc(-c3ccccc3O)c2C1c1ccc(C(C)(C)C)cc1 (stereo not given)	-9

High-throughput results from PubChem.

The list is partial; rates above refer to the full screens.
